Cdc42 wt: modulators (inhibitors or activators) of GTP binding to human Cdc42 wildtype; percent activity (GTP binding), % at 10 µM; P60953; GST-Cdc42 beads, Bodipy-GTP binding, flow cytometry; actives lie on both sides; AID 761; actives 0.2% (n = 190,000);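 active = percent activity GTP binding at least 20 points away from the 100% baseline, either down as inhibitor or up as activator; inconclusive = compound flagged as likely green fluorescent from well-wide comparison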;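 also: median bead fluorescence of bound Bodipy-FL-GTP at 100 nM; 0% = excess unlabeled GTP control and 100% = no compound control; below 100% means less GTP binding so inhibitor and above means activator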
Target sequence (P60953 whole entry, looked up): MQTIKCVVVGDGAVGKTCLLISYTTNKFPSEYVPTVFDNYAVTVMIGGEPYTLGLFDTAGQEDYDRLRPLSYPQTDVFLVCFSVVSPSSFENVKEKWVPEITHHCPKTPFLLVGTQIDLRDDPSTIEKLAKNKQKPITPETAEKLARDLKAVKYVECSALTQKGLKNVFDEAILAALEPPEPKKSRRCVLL
Rac1 mut GTP: modulators of GTP binding to human Rac1 activated mutant; GST-Rac1 activated beads, fluorescent GTP binding, flow cytometry; actives lie on both sides; 100% means binding = to untreated wells; percent activity (GTP binding), % at 10 µM; P63000; actives 0.11% (n = 190,000);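 active = GTP binding at least 20 percentage points away from the 100% baseline, in either direction, so actives lie on both sides; inconclusive = Compound likely fluorescent itself, or too few beads counted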
Mcl1 Noxa PPI: Mcl-1/Noxa interaction inhibition; Q07820; TR-FRET Mcl-1/Noxa peptide binding, 2 h; inhibition, % at 21.7 µM; actives 1.5% (n = 220,000); AID 1022;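 active = compounds that cut the protein-peptide binding signal by more than 50% relative to plate controls in a single-dose test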;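 also: His-tagged Mcl-1 with rhodamine Noxa BH3 peptide and terbium anti-His antibody; 0% = Mcl-1 plus Noxa peptide wells and 100% = peptide-only wells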
Target sequence (Q07820 whole entry, looked up): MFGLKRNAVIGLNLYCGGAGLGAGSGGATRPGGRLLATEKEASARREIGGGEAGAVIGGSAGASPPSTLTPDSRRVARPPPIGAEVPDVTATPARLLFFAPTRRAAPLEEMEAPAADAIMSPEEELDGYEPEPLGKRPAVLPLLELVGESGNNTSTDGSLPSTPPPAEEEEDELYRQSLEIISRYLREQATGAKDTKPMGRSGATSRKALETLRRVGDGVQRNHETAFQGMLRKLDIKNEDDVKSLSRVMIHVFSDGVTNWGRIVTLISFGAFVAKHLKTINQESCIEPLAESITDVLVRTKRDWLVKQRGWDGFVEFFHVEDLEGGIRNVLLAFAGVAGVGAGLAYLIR
Pf gametocyte: P. falciparum stage V gametocyte viability inhibition. P. falciparum stage V gametocytes, ATP luminescence, 24 h. inhibition, % at 10.9 µM. actives 0.065% (n = 150,000);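 active = inhibition above the mean plus 3 SD of compounds within the control limits, set per campaign, cut at about 38% in these data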;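 also: 0% = DMSO wells and 100% = medium only without gametocytes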
Rab7 wt GTP bind: dog Rab7 wildtype GTP binding, inhibitors and activators | GST-Rab7 beads, fluorescent GTP binding, flow cytometry; actives lie on both sides; untreated = 100%, excess cold GTP = 0% | GTP binding activity (percent of control), % at 10 µM | actives 0.055% (n = 190,000) | AID 758;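 active = fluorescent GTP binding to Rab7 beads changed by at least 20 points from the 100% baseline, either direction, mostly lower; inconclusive = compound itself probably fluorescent, or too few beads counted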;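 also: median green fluorescence of bound Bodipy-FL-GTP per Rab7 bead population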
Bim-Mcl-1: disrupts Bim peptide binding to human Mcl-1. Q07820. Bead-based flow cytometry, Bim peptide-Mcl-1 binding. inhibition, % at 10 µM. actives 0.1% (n = 190,000). AID 1009; in the data active = inhibition above about 40%;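 also: 0% = no compound tracer wells and 100% = peptide blocker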
HRas wt GTP bind: modulators of GTP binding to human HRas wildtype | GTP binding activity, % at 10 µM | GST-Ras wt beads, Bodipy-FL-GTP binding, flow cytometry; actives lie on both sides | AID 759 | actives 0.14% (n = 190,000);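 active = GTP binding activity at least 20% away from the 100% baseline, either lowered as inhibitor or raised as activator; inconclusive = flagged as likely green fluorescent, judged across all proteins in the well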;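 also: 0% = unlabeled GTP competition control and 100% = no-compound control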
Target sequence (P01112 whole entry, looked up): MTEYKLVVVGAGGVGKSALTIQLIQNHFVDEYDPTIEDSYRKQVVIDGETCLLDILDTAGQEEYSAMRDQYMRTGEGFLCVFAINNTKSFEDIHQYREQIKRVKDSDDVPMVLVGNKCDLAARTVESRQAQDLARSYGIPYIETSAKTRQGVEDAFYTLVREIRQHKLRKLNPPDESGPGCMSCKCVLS
Mcl1 Bid PPI: disrupts binding of human Mcl-1 to Bid peptide | Q07820 | TR-FRET Mcl-1/Bid-Dy647 peptide binding, 1536-well | inhibition, % at 21.7 µM | actives 0.97% (n = 220,000) | AID 1021;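 active = compounds that cut the binding signal by more than half at the single screening dose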;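 also: His-tagged Mcl-1 with europium anti-His antibody binding Bid BH3 peptide; 0% = Mcl-1 plus peptide wells and 100% = peptide-only wells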
Rac1 wt modul: human Rac1 wildtype GTP binding, inhibitors and activators | P63000 | GST-Rac1 beads, fluorescent GTP binding, flow cytometry; actives lie on both sides; 0 = cold GTP competed, 100 = untreated | GTP binding activity (% of control), % at 10 µM | actives 0.27% (n = 190,000) | AID 757;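 active = GTP binding activity at least 20 points away from the 100% control level, either lower or higher; inconclusive = compound flagged as likely green fluorescent, judged across all proteins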
RGS8-Gao reg: modulates binding of RGS8 to human Galphao; response (percent of control binding), % at 10 µM; multiplexed bead flow cytometry; actives lie on both sides; actives 0.34% (n = 220,000); in the data active = response below about 60% or above about 140%; inactive = in between;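 also: Galphao activated as the GDP aluminium fluoride complex binding bead-coupled RGS8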
Target sequence (P09471 whole entry, looked up): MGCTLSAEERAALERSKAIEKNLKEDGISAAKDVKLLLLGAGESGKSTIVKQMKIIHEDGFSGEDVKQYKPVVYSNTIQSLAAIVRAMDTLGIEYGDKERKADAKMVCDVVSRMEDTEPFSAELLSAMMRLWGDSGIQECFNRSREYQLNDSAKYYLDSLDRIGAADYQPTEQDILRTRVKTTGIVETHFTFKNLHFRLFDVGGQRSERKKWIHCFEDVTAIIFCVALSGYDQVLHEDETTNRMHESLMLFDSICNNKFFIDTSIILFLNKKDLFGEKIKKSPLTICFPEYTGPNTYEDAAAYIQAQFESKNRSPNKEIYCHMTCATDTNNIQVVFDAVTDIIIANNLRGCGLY
Rab2 wt GTP: changes GTP binding to wildtype dog Rab2A, up or down. P61105. GTP binding activity, % at 10 µM. GST-Rab2 wt beads, Bodipy-GTP binding, flow cytometry. actives 0.19% (n = 190,000). AID 760;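 active = GTP binding activity at least 20 points away from 100%, either lowered or raised; inconclusive = signal likely due to the compound's own green fluorescence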;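 also: 0% = beads with excess unlabeled GTP and 100% = no-compound control corrected for plate trend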
The depositor's hits bear a star; ? = inconclusive; nt = no result given.

SMILES	Cdc42 wt	Rac1 mut GTP	Mcl1 Noxa PPI	Pf gametocyte	Rab7 wt GTP bind	Bim-Mcl-1	HRas wt GTP bind	Mcl1 Bid PPI	Rac1 wt modul	RGS8-Gao reg	Rab2 wt GTP
O=C(/C=C/c1ccc(F)cc1)N1CCN(c2ccccn2)CC1	100	98	2	4	97	0	100	-13	102	104	97
CCNC(=O)N1C(CC(=O)OCC)C(=O)NC2CCCCC21 (stereo unspecified)	101	99	7	-13	98	-1	101	5	103	100	101
CNC(=O)CSc1nnc(C(C)C)n1C	94	95	6	16	103	1	96	-20	97	104	95
COC(=O)CSc1nnc(CNC(=O)c2cc(OC)cc(OC)c2)n1-c1ccc(F)cc1	94	95	9	6	105	4	100	-12	96	98	98
Cc1cc2nc(-c3ccc(SCC(=O)N4CCOCC4)nc3)[nH]c2cc1C	100	99	15	nt	99	2	99	-2	103	102	97
CCCN1CCC(NC(=O)Nc2ccc(F)cc2F)CC1	108	102	12	15	101	-1	107	-21	106	101	108
COc1ccc(NC(=O)c2ccc(-c3ccccc3Cl)o2)cc1	99	95	-2	-3	101	-1	98	6	100	98	95
Cc1ccc(C2CC(C(F)(F)F)n3nc(C(=O)NCc4c(C)nn(C)c4C)c(Cl)c3N2)cc1 (stereo unspecified)	101	101	-3	nt	100	-3	101	-14	102	101	101
O=C(Nc1ccc(C(=O)O)cc1)Nc1ccc(F)cc1F	99	100	2	-2	102	-6	101	2	100	99	104
CC(C)(C)n1ncc2c(=O)n(CC(=O)N3CCCCCC3)cnc21	101	99	3	nt	98	4	100	-18	103	103	102
Cc1cc(/C=C2\SC(=Nc3ccccc3)NC2=O)c(C)n1-c1ccc(S(N)(=O)=O)cc1	96	96	48	-7	95	-1	97	15	98	96	97
Cc1ccc(NS(=O)(=O)c2ccc(N/N=C/c3ccncc3)c([N+](=O)[O-])c2)c(C)c1	92	96	28	17	99	-4	97	20	98	106	96
Cc1ccc(S(=O)(=O)N2CCN(S(=O)(=O)c3ccc(C)cc3)C3OCCOC32)cc1 (stereo unspecified)	103	101	7	-1	103	-3	104	11	105	102	103
Oc1c(CN2CCOCC2)cc(-c2ccccc2)cc1CN1CCOCC1	108	102	15	-4	97	-1	106	-31	103	100	107
N#CNC(=Nc1ccccc1)SCc1ccc(C(=O)O)cc1	98	95	2	12	103	-1	101	-22	100	99	98
O=C(CSc1nc2ccccc2o1)Nc1nc2ccccc2s1	101	96	-5	12	102	0	99	-12	101	101	99
CC1CCN(C(=O)CSc2nncn2-c2ccccn2)CC1	101	95	10	-1	102	-2	100	-56	98	100	101
O=C(Oc1cccc(-n2cnnn2)c1)C1CCCCC1	99	97	28	9	98	-3	99	1	98	98	98
COc1ccc(NC(=O)CSc2nc(C)cs2)cc1OC	98	96	10	nt	97	-1	96	-40	105	105	95
O=C(NCc1nnc(SCC(=O)N2CCCc3ccccc32)n1-c1ccccc1)c1cccc2ccccc12	104	96	-2	-5	98	-2	98	-2	102	103	96
O=C(CSc1nc2ccccc2s1)NCCOc1ccccc1	95	99	-1	15	95	-3	99	-1	99	96	96
Cc1cccc(NC(=O)c2c(F)c(F)c(F)c(F)c2F)c1	99	101	4	nt	101	0	99	-2	104	117	101
Cc1ccc(S(=O)(=O)N(C)Cc2cc3ccccc3[nH]c2=O)cc1	102	100	17	nt	98	-5	100	-6	102	103	102
O=C(NCc1ccc(Cl)cc1)c1ccc(Cn2cc(C(F)(F)F)ccc2=O)cc1	98	98	9	-39	97	3	98	-12	102	104	97
CC(C)CNC(=S)N1CCC(NC(=O)c2ccco2)CC1	97	95	-5	-10	95	2	98	-33	101	101	94

(more compounds)
SMILES	Cdc42 wt	Rac1 mut GTP	Mcl1 Noxa PPI	Pf gametocyte	Rab7 wt GTP bind	Bim-Mcl-1	HRas wt GTP bind	Mcl1 Bid PPI	Rac1 wt modul	RGS8-Gao reg	Rab2 wt GTP
CCOc1cc(C#N)c(NC(=O)c2ccco2)cc1OCC	102	97	1	20	95	0	99	1	96	96	99
COc1ccc(NC(=S)Nc2cccc(C(C)=O)c2)cc1OC	97	93	8	nt	104	0	97	-12	98	102	98
CC(C)(C)C(=O)NC(=S)Nc1ccccc1C(=O)NC1CCCCC1	99	96	18	-10	93	-1	95	-25	98	103	96
Fc1ccc(-n2ncc3c(SCc4cccnc4)ncnc32)cc1	100	93	11	-10	96	-2	95	-8	92	98	93
O=C(CSc1n[nH]c(-c2ccccc2Br)n1)NCCN1C(=O)CSC1=O	102	98	6	-16	99	-2	98	-27	103	99	97
Cc1ccc(CN2CCSc3ccc(C(=O)NCc4ccco4)cc32)cc1	98	94	9	7	102	-7	99	-27	99	100	96
COc1cc(SC)ccc1C(=O)N1CCN(c2ccccc2OC)CC1	94	97	3	11	97	-7	94	-8	99	104	96
CCN1CCN(c2nc3c(c(=O)[nH]c(=O)n3C)n2CCSc2nc3ccccc3s2)CC1	101	102	-5	nt	101	-1	102	-38	109	102	99
CCOC(=O)c1sc2nc(C)nc(NCCc3ccccn3)c2c1C	93	95	6	9	95	-1	95	14	97	104	93
CCOc1ccc(S(=O)(=O)N(CC(=O)N/N=C/c2ccc(-c3ccc([N+](=O)[O-])cc3)o2)c2ccccc2)cc1	95	93	65*	-16	99	6	96	33	95	95	96
CC(C)NCC(O)COc1ccc2c(c1)CCC2 (stereo unspecified)	104	101	12	nt	102	-3	102	-2	107	100	102
COC(=O)c1cc(NC(=O)CN2CCC(C(N)=O)(N3CCCCC3)CC2)cc(C(=O)OC)c1	99	99	15	-12	101	-3	99	-8	103	132	101
CCCOc1ccc(/C=N/Nc2ccccc2[N+](=O)[O-])c(O)c1	101	102	22	nt	100	0	102	-6	103	99	102
CC1(C)Cc2c(sc3c2c(=N)n(Cc2ccco2)c(=O)n3Cc2ccc(F)cc2)CO1	98	98	-6	13	99	-3	99	3	101	98	98
C[C@H](NC(=O)[C@@H]1CCC(=O)N1Cc1ccco1)c1ccccc1	98	96	15	-13	106	1	100	-51	103	95	99
COc1ccc(Br)cc1S(=O)(=O)Nc1cccc(C)n1	95	96	11	nt	100	-2	98	-1	101	99	96
CCOc1cc(S(=O)(=O)n2c(C)nc3ccccc32)ccc1F	103	103	19	3	99	-4	100	21	105	130	102
S=C(NCCCn1ccnc1)Nc1cccc(Cl)c1	98	99	17	0	103	11	100	-66	101	99	97
COc1ccc2c(c1)c(=O)oc1c(C)c(OCC(=O)N3CCc4ccccc4C3)ccc12	92	95	0	6	95	-4	93	17	92	99	92
COC(=O)c1[nH]c(C)c(/C(O)=C2\C(=O)C(=O)N(CCN3CCOCC3)C2c2ccccc2OC)c1C (stereo unspecified)	104	100	9	5	101	-3	102	-18	105	101	102
CCc1c(C)nc2c(C)cccc2c1SCCC#N	98	96	28	10	102	0	100	-10	98	95	100
Cc1cc(C)cc(Nc2c(F)c(F)c(F)c(F)c2C(=O)O)c1	106	111	16	-3	102	-3	103	-21	110	104	105
Cc1ccc(CNC(=O)Nc2cccc(C)c2)cc1	96	97	4	-3	94	-5	98	3	103	100	95
Nn1c(Cc2cccc3ccccc23)n[nH]c1=S	?	?	31	-3	?	-1	?	-65	?	100	?
S=C(Nc1ccc(Cl)cc1Cl)NC1CCN(Cc2ccccc2)CC1	105	102	0	-3	101	-9	101	-80	105	101	100

Following part
SMILES	Cdc42 wt	Rac1 mut GTP	Mcl1 Noxa PPI	Pf gametocyte	Rab7 wt GTP bind	Bim-Mcl-1	HRas wt GTP bind	Mcl1 Bid PPI	Rac1 wt modul	RGS8-Gao reg	Rab2 wt GTP
C/C(=N\OC(=O)c1ccccc1)c1cc(-c2ccc(Cl)cc2)no1	98	97	15	12	100	-1	99	8	98	103	99
COC(=O)C1CCN(C(=O)COC(=O)COc2ccc(C#N)cc2)CC1	99	98	3	23	103	0	98	16	100	96	99
COc1ccc(-n2ncc3c(Nc4cccc(C)c4)ncnc32)cc1	101	101	-17	-12	101	-3	101	-11	107	102	102
CCOC(=O)C1CCCN(C(=O)c2ccco2)C1 (stereo unspecified)	103	102	16	-3	99	-2	102	-17	103	100	105
COc1ccc(S(=O)(=O)Nc2ccc3c(c2)OCO3)cc1C(=O)O	101	99	23	nt	103	-5	103	-6	105	101	100
O=C(Nc1ccc2c(c1)OCCO2)c1ccc(Cl)c(S(=O)(=O)N2CCCCC2)c1	102	99	-3	8	97	-2	99	-15	103	100	98
COc1ccc(N2CC(O)=C(c3nc(-c4ccc(F)cc4)cs3)C2=N)cc1OC	93	95	10	nt	92	1	93	-20	99	102	93
Cc1ccc(/C=C/C2=NN(Cc3ccccc3Cl)C(=O)CC2)cc1	102	101	3	0	99	6	102	-13	104	101	100
N/C(=N\OC(=O)Cc1ccc(Cl)cc1)c1ccccn1	101	98	12	nt	103	-3	99	-17	104	86	98
CCOc1ccc(C2NC(=O)C(C#N)=C(S)N2c2ccc(C)cc2)cc1OC (stereo unspecified)	98	96	2	nt	96	0	97	-62	98	99	95
O=C(NCc1ccccn1)c1ccc(CS(=O)(=O)Cc2ccc(Cl)cc2)o1	104	101	-4	nt	103	2	103	-9	105	100	101
N/C(=N\OC(=O)Cc1ccccc1)c1ccccc1Cl	97	93	4	11	99	0	97	-14	95	105	97
Cc1ccc2sc3ccc(NC(=O)c4ccccc4Cl)cc3c(=O)c2c1	96	97	-28	8	102	-1	99	-2	101	100	99
CC(=O)Oc1ccccc1C1C[C@]2(C)CC(=O)NC2N1C(C)=O (stereo partly specified)	97	94	7	15	107	0	95	-4	96	105	99
O=S(=O)(c1cnccc1N1CCN(/N=C/c2ccc(Br)cc2)CC1)N1CCCCC1	101	103	7	-24	102	0	105	-79	105	105	107
Cc1c(N2C(=O)CS/C2=N\N=C\c2ccccc2O)c(=O)n(-c2ccccc2)n1C	103	99	13	nt	103	0	103	-19	100	94	102
O=C(Nc1ccc2c(c1)CCC2)C1CCN(c2ncccn2)CC1	103	102	9	9	101	-1	100	7	103	101	100
C/C(Cc1ccccc1)=N\NC(=O)CNC(=O)c1cccc(Br)c1	103	101	21	0	98	0	101	-2	104	97	97
COC(=O)/C=C/c1ccc(OC(=O)OC)c(OC(=O)OC)c1	103	100	16	-34	101	-1	102	8	104	101	100
CC[n+]1ccccc1/C=C/c1ccc(N(C)C)cc1	100	101	-108	-26	97	-3	101	-5	103	98	103
C=CCN(CC=C)C(=O)C(=O)c1ccn(-c2c(C)csc2C(=O)OC)c1	97	94	-1	13	105	0	98	-44	99	98	98
COc1ccc(Cc2nnc(N/N=C/c3ccc(O)cc3O)[nH]c2=O)cc1OC	?	?	-62	-13	?	0	?	-143	?	100	?
Cc1nn(-c2ccccn2)c2nc(-c3cccs3)cc(C(=O)NCc3ccco3)c12	98	97	36	nt	97	1	97	1	100	86	96
